From PubChem BioAssay
Yeast superoxide: reduction of superoxide in aged yeast, primary screen, HTS | 0.18% of 330,000 active | S. cerevisiae aged cells, superoxide DHE fluorescence; hits give low values | superoxide response (% of plate mean), % at 10 µM;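 active = superoxide response under a set limit, about three screen SD below normal, cut at about 65% in these data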;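 note: yeast aged for seven days with compound at 30 °C before DHE staining; 100% = average MFI of all compound-treated wells on the plate with controls excluded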
MEX-5 binding: MEX-5 zinc finger RNA-binding disruptors – biochemical, C. elegans, fluorescence polarization, MLPCN library, primary screen; 0.38% of 300,000 active; activity score (negative = inhibition of binding), % at 10 µM; AID 1832, 2009; MEX-5/FITC-TCR2 RNA binding; hits give low values; Zinc finger protein mex-5 (Caenorhabditis elegans), Q9XUB2;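 active = inhibition past about -25% in most replicates, and total fluorescence under double the plate's negative control median, limit read from the data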;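 note: 0% = DMSO and -100% = 5 µM competing unlabeled TCR2 RNA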
MCL1 BIM primary: inhibitors of MCL1 binding to BIM-BH3, primary screen, biochemical, fluorescence polarization. Induced myeloid leukemia cell differentiation protein Mcl-1 (Homo sapiens), Q07820. GST-MCL1 / FITC-Bim-BH3 fluorescence polarization. inhibition, % at 10.9 µM. 0.68% of 320,000 active. AID 2057, 2009;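 active = inhibition above the mean inhibition of all tested compounds plus 3 SD, set per campaign, cut at about 40% in these data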;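 note: 0% = DMSO wells and 100% = unlabeled Bim-BH3 peptide control; higher means more loss of mP so more displacement of Bim peptide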
VLA-4 inh: inhibition in human VLA-4 binding assay, primary screen, VLA-4 allosteric modulator project, MLPCN library, flow cytometry, VLA-4 expressing cells; ligand binding flow cytometry; 0.2% of 330,000 active; inhibition, % (about 7 µM as worked out from the volumes in the protocol); Integrin alpha-4 (Homo sapiens), P13612; in the data active = inhibition above about 50%
AGP1-GFP MLPCN: modulators of AGP1-GFP expression in yeast TOR pathway, primary screen, cell-based, multiplex flow cytometry, S. cerevisiae, MLPCN library. 3 h; GFP as percent of DMSO wells. GFP response vs DMSO, % at 10 µM. 0.02% of 320,000 active. AID 2066, 2009;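 active = GFP response relative to DMSO above a set limit, near screen average plus 3 SD, cut at about 150% in these data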;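 note: median GFP channel fluorescence of the gated AGP1 strain per well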
CIT2 TOR yeast: modulators of CIT2-GFP expression in yeast, primary screen, S. cerevisiae, GFP fusion, multiplex flow cytometry, MLPCN library; S. cerevisiae CIT2-GFP strain, 3 h; 100 means same as DMSO wells; GFP response vs DMSO, % at 10 µM; 0.065% of 320,000 active;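 active = GFP response relative to DMSO above a set limit, near the screen mean plus 3 SD, cut at about 150% in these data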;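 note: ratio of well median GFP fluorescence to mean of DMSO wells on the plate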
BCLXL inh: inhibitors of human Bcl-xL, primary screen, biochemical, fluorescence polarization, HTS | inhibition, % at 10.9 µM | GST-Bcl-xL / FITC-Bim BH3 peptide fluorescence polarization | Bcl-2-like protein 1 (Homo sapiens), Q07817 | 0.7% of 320,000 active;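 active = inhibition above the mean of all tested compounds plus 3 SD, cutoff set per campaign, cut at about 30% in these data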;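 note: 0% = DMSO wells and 100% = unlabeled Bim-BH3 peptide competitor; inhibitors lower millipolarization by displacing the labeled peptide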
Target sequence (Q07817 whole entry, looked up): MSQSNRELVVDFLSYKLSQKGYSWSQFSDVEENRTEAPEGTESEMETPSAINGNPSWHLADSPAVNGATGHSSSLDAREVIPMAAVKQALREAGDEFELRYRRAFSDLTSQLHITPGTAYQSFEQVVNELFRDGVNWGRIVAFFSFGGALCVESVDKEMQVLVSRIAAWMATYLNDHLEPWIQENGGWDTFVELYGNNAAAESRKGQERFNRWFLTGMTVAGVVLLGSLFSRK
GLD-1 TGE inh: GLD-1/TGE RNA complex disruptors, primary screen, biochemical, fluorescence polarization. Female germline-specific tumor suppressor gld-1 (Caenorhabditis elegans), Q17339. purified GLD-1 + fluorescein TGE RNA. inhibition, % at 5.96 µM. 0.44% of 320,000 active;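 active = percent inhibition above a per-plate cutoff, the plate mean of test compounds plus 3 SD, cut at about 30% in these data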;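 note: 0% = DMSO wells with GLD-1 and probe and 100% = wells lacking GLD-1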
GRK2 inh: compounds blocking aptamer binding on GRK2 – biochemical, human GRK2, bead flow cytometry, HTS, primary screen | inhibition of aptamer binding, % at 10 µM | FAM-aptamer displacement from GRK2 | AID 488847, 2010 | Beta-adrenergic receptor kinase 1 (Homo sapiens), P25098 | 0.59% of 330,000 active;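 active = inhibition of aptamer binding above 40%, roughly 3 SD of noise, on plates passing a quality check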;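 note: median bead fluorescence of bound FAM aptamer so fluorescent compounds give negative values; no value below 0 was filed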
Target sequence (P25098 whole entry, looked up): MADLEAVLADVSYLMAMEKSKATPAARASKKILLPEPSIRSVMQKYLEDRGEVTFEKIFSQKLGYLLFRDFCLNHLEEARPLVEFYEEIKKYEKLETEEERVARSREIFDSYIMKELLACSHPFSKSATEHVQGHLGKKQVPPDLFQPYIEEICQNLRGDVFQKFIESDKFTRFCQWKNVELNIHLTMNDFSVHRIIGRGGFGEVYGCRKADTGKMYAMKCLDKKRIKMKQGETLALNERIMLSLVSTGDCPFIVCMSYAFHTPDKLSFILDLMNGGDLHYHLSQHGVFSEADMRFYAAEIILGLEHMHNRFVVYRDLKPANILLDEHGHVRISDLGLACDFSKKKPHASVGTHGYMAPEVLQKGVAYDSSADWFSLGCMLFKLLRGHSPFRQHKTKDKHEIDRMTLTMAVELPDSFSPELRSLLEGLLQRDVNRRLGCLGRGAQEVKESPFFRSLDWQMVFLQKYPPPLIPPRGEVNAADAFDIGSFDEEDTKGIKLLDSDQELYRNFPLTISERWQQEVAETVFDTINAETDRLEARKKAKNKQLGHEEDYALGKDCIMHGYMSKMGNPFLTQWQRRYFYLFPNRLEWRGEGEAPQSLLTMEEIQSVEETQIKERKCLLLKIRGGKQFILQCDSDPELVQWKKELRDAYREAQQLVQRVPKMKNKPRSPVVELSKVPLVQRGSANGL
The depositor's hits bear a star; · = no result given. Rows are unselected. About 2.1% of those tested had a hit in this group.

SMILES	Yeast superoxide	MEX-5 binding	MCL1 BIM primary	VLA-4 inh	AGP1-GFP MLPCN	CIT2 TOR yeast	BCLXL inh	GLD-1 TGE inh	GRK2 inh
CC1CN(CCCCOc2cccc(Oc3ccccc3)c2)CC(C)O1 (stereo not given)	70	-1.0	2	0	104	109	6	4	2
CCn1nc(C)c(C2C(C#N)=C(N)OC3=C2C(=O)CCC3)c1C (stereo not given)	100	-2.0	-1	8	114	109	11	4	1
N#Cc1ccccc1NC(=O)CSc1nnc(-c2ccccc2O)n1-c1ccccc1	127	-2.0	-2	-11	100	91	2	11	3
NNC(=O)C1=NOC2COC3(CCN(c4ncccn4)CC3)OCC12 (stereo not given)	109	2.1	5	4	97	93	4	5	1
CCOC(=O)c1ccccc1NC(=O)/C=C/C(=O)O	81	2.4	7	-2	93	100	5	4	1
CCCNc1nc(N)nc(-c2cc(Cl)ccc2OC)n1	84	-1.3	0	5	105	103	0	-1	0
Cc1ccc(-n2ncc3c(=O)n(CC(=O)NC4CCCCC4)cnc32)cc1C	93	0.8	4	2	107	103	-1	3	2
Cc1cc(C(=O)COC(=O)CC(NC(N)=O)c2ccc(Cl)cc2)c(C)n1C (stereo not given)	86	·	·	0	106	100	·	1	1
CC(=O)c1c(O)cc2n(c1=O)-c1ccc(Cl)cc1C2(C)C	95	-7.9	-18	9	97	101	-9	-8	0
c1ccc(Cn2nnc(-c3ccccc3)n2)cc1	114	2.5	4	10	100	104	9	-6	0
O=C(CCC(=O)N1CCN(c2ccc(O)cc2)CC1)c1ccc(Br)cc1	99	0.5	13	6	99	108	23	8	0
C=CCN1C(=O)/C(=C\c2ccc(C)cc2)N=C1SCC(=O)NCCC	99	-4.2	6	0	106	113	1	-4	2
Cc1cc2cc(C(c3nnnn3Cc3ccccc3)N3CCc4ccccc43)c(=O)[nH]c2cc1C (stereo not given)	88	-2.7	34	-5	116	·	31*	9	0
CCOc1ccc(CCNc2ccc3nnc(-c4ccccc4)n3n2)cc1OCC	104	-2.4	11	-10	100	103	12	-5	2
COCCCN1CN=C(Nc2nc3ccccc3o2)NC1	95	1.2	2	12	99	98	1	0	0
CCOc1ccccc1NC(=O)c1ccc(C(=O)Nc2ccccc2OCC)nc1	108	-2.2	18	2	97	96	5	5	0
CC(Cl)C(=O)NN=C(c1ccccc1)c1ccccc1 (stereo not given)	100	0.3	4	-6	105	107	4	1	0
COc1ccc2c(c1OC)C(=O)N1c3ccccc3COC21 (stereo not given)	113	-1.9	5	-2	96	100	6	4	14
CCCC12CN3CC(C)(CN(C1)C3c1cccs1)C2=O (stereo not given)	78	-1.1	7	-1	101	100	4	1	0
O=C(Cc1ccccc1)Nc1ccc(N2CCOCC2)cc1	95	-0.4	5	3	108	101	3	-7	2
CCOCCCNC(=O)/C(C#N)=C/c1cc(C)c(O)c(C)c1	88	1.1	-1	-61	96	79	4	-4	0
CC(OC(=O)Cn1[nH]c(=O)c2ccccc2c1=O)C(=O)Nc1ccc(Cl)cn1 (stereo not given)	100	·	-7	4	108	101	0	-2	0
O=C(Nn1c(-c2ccncc2)nc2ccccc2c1=O)c1ccc(Br)cc1	96	-0.7	5	0	97	106	0	-3	0
Cc1ccc2c(=O)n3c(nc2c1)C(Cc1ccccc1)NC(=O)c1cc(Cl)ccc1-3 (stereo not given)	108	·	·	6	109	99	·	0	8
COc1ccc(NC(=S)NNc2ccc(S(=O)(=O)Nc3ccccc3C(=O)O)cc2[N+](=O)[O-])cc1	97	-87*	38	-5	103	86	24	-1	48*
CC(C)Cc1nnc(NS(=O)(=O)c2ccc(Cl)cc2)s1	101	0.6	2	-12	97	99	8	0	2
COc1ccc(Nc2ncccc2C(=O)NCc2ccccc2)cc1	89	1.0	2	·	95	93	1	2	3
COC(=O)CSc1nnc(CNC(=O)c2ccc(S(=O)(=O)N3CCCCC3)cc2)n1C	121	·	-5	9	107	101	1	4	2
CCC(=O)N1CCc2cc(Br)cc(S(=O)(=O)N3CCC(C(=O)NCCCOC(C)C)CC3)c21	94	0.9	-4	3	91	85	3	6	1
COc1cccc2c1NC(C(=O)O)C1CC=CC21 (stereo not given)	107	-76*	96*	-9	101	92	79*	4	100*
Cc1cccc2cc(CN(Cc3cccnc3)C(=S)NCCCN(C)C)c(=O)[nH]c12	100	1.1	-1	14	105	91	7	0	3
CCN(CC(=O)Nc1c(F)cccc1F)C(=O)CCOc1ccc(C)cc1	93	1.1	3	8	108	103	1	6	1
O=S1(=O)CC(O)C(N2CCCCC2)C1 (stereo not given)	105	-0.6	-2	10	100	100	1	5	1
COc1ccccc1C(c1nnnn1Cc1ccccc1)N1CCC(C(N)=O)CC1 (stereo not given)	100	1.7	4	16	107	101	4	4	0
COCCCN1C(=O)C(=O)/C(=C(/O)c2ccccc2)C1c1ccc2c(c1)OCO2 (stereo not given)	98	-0.6	-2	4	103	104	0	4	0
Cc1ccc(Nc2ccccc2N)cc1	77	0.5	-23	-13	99	95	-17	-10	7
CN1/C(=c2/s/c(=C3/C(=O)N(c4ccccc4)NC3=Nc3ccccc3)n(C)c2=O)C(C)(C)c2ccccc21	94	1.5	-72	10	103	101	-54	-44	4
Cc1c(C(=O)NCCC2=CCCCC2)oc2ccc(S(=O)(=O)N3CCOCC3)cc12	102	·	10	11	102	94	7	-1	0
C=CCSC1=C(C#N)C(c2ccc(C(C)C)cc2)CC(=O)N1 (stereo not given)	106	2.4	10	-13	99	99	3	-2	1
Cc1cc(-c2ccc(/C=N/n3cnnc3)o2)c([N+](=O)[O-])cc1C	117	0.2	15	-9	94	90	8	-1	1
Cc1noc(NS(=O)(=O)c2ccc(NC(=O)C34CCC(CC3)C4)cc2)c1C	86	-0.7	7	8	93	·	6	-5	1
CCOC(=O)C1CCCN(C(=O)c2cc(Cl)ccc2NC(=O)C2=C(C)OCCS2)C1 (stereo not given)	95	0.7	2	-1	102	100	3	9	0
COc1ccc(N2CCN(CC(=O)Nc3ccc(SC(F)F)cc3)CC2)cc1	109	-2.1	0	6	100	95	-2	-1	1
Cc1ccccc1-n1ncc2c1CC(C)(C)CC2NC(=O)CCN1Cc2ccccc2C1=O (stereo not given)	93	-2.2	-1	6	106	109	0	5	0
CCCCOc1ccc(-c2nnc(N)s2)cc1	94	-0.5	6	-12	99	95	0	2	7
CCCCNC(=O)N(O)C1N(CCCC)C(=O)N(CC(=O)OC)C1(C)C (stereo not given)	109	0.5	1	19	105	105	2	1	1
CCOc1cccc(/C(O)=C2/C(=O)C(=O)N(CCOC)C2c2ccc(C)o2)c1 (stereo not given)	96	0.2	14	-1	91	89	10	-3	0
CN(C)/C=C/C(=O)c1ccc(Cl)s1	92	0.1	-4	7	95	97	-3	0	2
Cc1nnc(SCC(=O)N2CCCCC2)s1	99	-0.2	6	2	91	86	5	-1	1
CC(C)OCCCNC(=O)C(NC(=O)c1ccc(Cl)cc1)C(C)C (stereo not given)	94	-1.2	7	-4	98	100	2	-4	0
CC1=NN(c2ccccc2)C(=O)C1C=Nc1ccccc1O (stereo not given)	86	1.0	-1	10	99	101	3	-8	4
COc1ccc(CNc2nc3nc(C)c(Cl)c(=O)n3[nH]2)cc1OC	95	1.0	4	4	101	·	5	-3	0
COc1ccccc1Nc1nc(-c2cccc([N+](=O)[O-])c2)nc2ccccc12	101	-3.1	2	-20	103	101	1	0	0
O=C(NCCc1ccc2c(c1)OCCO2)c1cccc(F)c1	92	0.4	-2	24	99	99	1	0	0
O=C(COC(=O)c1c2c(nc3ccccc13)CCCC2)c1ccc(Br)s1	95	0.1	1	-5	94	76	5	4	1
CCN(c1ccccc1)S(=O)(=O)c1cc2c(cc1C)NC(=O)CO2	90	2.7	-2	-36	101	103	2	-1	1
O=C(CCOc1ccccc1)Nc1ccnn1C1CCN(Cc2ccccc2)CC1	97	2.2	7	4	93	98	3	1	0
CCOC(=O)c1cc2c(C)n(-c3ccc(OCC)cc3)c(C)c2cc(C(=O)OCC)c1=O	92	0.2	11	0	101	105	6	7	2
CC(C)Cc1nccs1	103	·	8	13	104	98	5	2	1
O=C(CNC(=O)c1ccccc1Br)N/N=C\c1cc([N+](=O)[O-])cc(Br)c1O	118	-5.2	42*	-5	84	66	9	0	0
More entries follow:
SMILES	Yeast superoxide	MEX-5 binding	MCL1 BIM primary	VLA-4 inh	AGP1-GFP MLPCN	CIT2 TOR yeast	BCLXL inh	GLD-1 TGE inh	GRK2 inh
CC(C)(C)c1ccc(OCC(=O)Nc2ccncc2)c(Br)c1	96	-0.3	2	4	101	107	4	11	3
O=C(Cn1cccc1)NC1CCCCCC1	104	1.4	5	0	102	105	5	0	3
CN(C1CCCCC1)S(=O)(=O)c1cccc(C(=O)Nc2ccccn2)c1	87	1.2	7	2	110	92	4	-2	2
CC1(C)CCCC2=C1CC1C(=O)N(Cc3cccnc3)C(=O)C1C2 (stereo not given)	110	-1.6	-5	13	103	99	0	-9	0
CCOC(=O)C(NCc1ccc2c(c1)OCO2)(NC(=O)c1ccccc1)C(F)(F)F (stereo not given)	95	0.0	0	20	·	87	-1	0	0
Cc1cccc(C(=O)N(C)c2nnc(-c3ccncc3)s2)c1	109	0.7	-3	-5	85	88	-5	2	1
COc1ccc(N/C=C2\C(=O)c3c(sc(C)c3C)N(C)S2(=O)=O)cc1	83	0.8	3	-1	103	100	7	3	0
CCc1nnc(SCC(=O)Nc2ccccc2Cl)nc1CC	96	-2.0	7	-6	104	106	1	3	1
Cc1cccc(NC(=O)c2ccccc2NC(=O)c2ccccc2)n1	92	0.4	-2	-16	95	91	-1	-1	0
COc1cccc(/C=N/Nc2ncnc3scc(-c4ccccc4)c23)c1O	76	1.2	-1	0	96	91	3	-3	1
O=C(COC(=O)c1cccc(O)c1)NC(=O)Cc1ccccc1	94	0.0	4	-14	89	108	2	7	1
O=C(CC1NC(=O)NC1=O)Nc1ccc(Cl)cc1 (stereo not given)	106	-0.3	2	-68	100	98	-1	-2	3
CCCCn1c(N)c(N(CCC(C)C)C(=O)C2CC(=O)N(c3ccccc3OCC)C2)c(=O)[nH]c1=O (stereo not given)	100	-0.9	2	6	88	111	1	4	3

Grouped by structure, the compounds so far containing a COOH group.
SMILES	Yeast superoxide	MEX-5 binding	MCL1 BIM primary	VLA-4 inh	AGP1-GFP MLPCN	CIT2 TOR yeast	BCLXL inh	GLD-1 TGE inh	GRK2 inh
CCOC(=O)c1ccccc1NC(=O)/C=C/C(=O)O	81	2.4	7	-2	93	100	5	4	1
COc1ccc(NC(=S)NNc2ccc(S(=O)(=O)Nc3ccccc3C(=O)O)cc2[N+](=O)[O-])cc1	97	-87*	38	-5	103	86	24	-1	48*
COc1cccc2c1NC(C(=O)O)C1CC=CC21 (stereo not given)	107	-76*	96*	-9	101	92	79*	4	100*
